Source: PubChem BioAssay (The Scripps Research Institute Molecular Screening Center)
OX1R antag-1: human HCRTR1 antagonism; hit rate 0.43% among 330,000; O43613; CHO/OX1R cells, Fluo-8 calcium fluorescence, orexin A; AID 434989; inhibition, % at 5 µM;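 active = inhibition above its plate's threshold, mean inhibition of all tested compounds on the plate plus 3 SD, cut at about 37% in these data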;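 also: 0% = orexin A challenge wells and 100% = SB-334867-A antagonist wells; not every result past the cut was called active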
Target sequence (O43613 whole entry, looked up): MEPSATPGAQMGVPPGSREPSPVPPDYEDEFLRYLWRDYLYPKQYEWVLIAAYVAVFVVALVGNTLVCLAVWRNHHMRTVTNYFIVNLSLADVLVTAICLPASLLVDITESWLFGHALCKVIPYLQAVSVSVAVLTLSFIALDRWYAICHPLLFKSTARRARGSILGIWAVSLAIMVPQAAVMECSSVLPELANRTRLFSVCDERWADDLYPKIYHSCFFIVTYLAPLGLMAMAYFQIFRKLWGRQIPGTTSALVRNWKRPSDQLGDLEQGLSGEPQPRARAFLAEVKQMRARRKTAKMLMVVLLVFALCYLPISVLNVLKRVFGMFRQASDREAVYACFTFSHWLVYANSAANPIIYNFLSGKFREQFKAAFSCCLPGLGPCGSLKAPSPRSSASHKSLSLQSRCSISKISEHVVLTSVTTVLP
OX1R antag-2: antagonists of human orexin 1 receptor (OX1R); hit rate 1.8% among 330,000; inhibition, % at 6.6 µM; O43613; OX1R-expressing cells, FRET antagonist read-out; AID 485270; in the data active = inhibition mostly above about 38%, no sharp cut-off; inactive = mostly below about 40%;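 also: 0% = agonist challenge alone and 100% = reference antagonist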
* marks the source's active call; other numbers are inactive results.

| Molecule | OX1R antag-1 | OX1R antag-2 |
| --- | --- | --- |
| Cc1ccccc1-c1nc(CS(=O)(=O)CC(=O)NCCN2CCCC2)c(C)o1 | -13 | 9 |
| Cn1c(=O)c2c(-c3ccccc3)n(-c3ccccc3O)cc2n(C)c1=O | -18 | 9 |
| COc1ccc(C(=O)c2ccccc2)c2c(O)ccc(C(=O)c3ccccc3)c12 | 18 | 104* |
| CCOC(=O)C1CCN(S(=O)(=O)c2c(C)[nH]c(=O)[nH]c2=O)CC1 | -2 | 18 |
| C=CCOCC(O)CS(=O)(=O)Cc1ccc(Cl)cc1 (centres undefined) | 1 | 17 |
| COc1ccccc1C(=O)NC(=S)Nc1ccccc1N1CCCCC1 | -34 | 29 |
| COc1ccccc1C(=O)NNC(=O)C1CCN(C(=O)OC(C)(C)C)CC1 | -17 | 20 |
| CCC(=O)NCCCOc1ccccc1 | -18 | 5 |
| COc1cccc(C(=O)C2CCCN(C(=O)CCC3=NNC(=O)CC3)C2)c1 (centres undefined) | 5 | 14 |
| Cc1ccc(N2C(=O)CS/C2=C(\C(Cl)=C(Cl)Cl)[N+](=O)[O-])cc1 | 2 | -1 |
| CSc1ccccc1C(=O)NC1CCSc2ccccc21 (centres undefined) | -20 | 28 |
| CCN(C(=O)CSc1nnc(C2CC2)n1-c1ccccc1)C1CCS(=O)(=O)C1 (centres undefined) | -28 | 7 |
| Clc1ccc(Cn2ncc3c(N4CCCCC4)ncnc32)cc1 | -12 | 15 |
| COc1ccc(/C=C2\SC(=S)N(CCC(=O)NCCc3ccc(O)cc3)C2=O)cc1 | -21 | 13 |
| CC(C)Oc1ccc(C2CC(=O)N(c3cccc(Br)c3)C2=O)cc1 (centres undefined) | 8 | -1 |
| CCCC(=O)Nc1c(-c2cccs2)c(=O)c2ccccc2n1C | -7 | 8 |

Quoted from the listing.
Entry of CC(C)Oc1ccc(C2CC(=O)N(c3cccc(Br)c3)C2=O)cc1 (centres undefined) in OX1R antag-2: -1
Entry of CCCC(=O)Nc1c(-c2cccs2)c(=O)c2ccccc2n1C in OX1R antag-1: -7
Entry of Clc1ccc(Cn2ncc3c(N4CCCCC4)ncnc32)cc1 in OX1R antag-1: -12

Later entries
| Molecule | OX1R antag-1 | OX1R antag-2 |
| --- | --- | --- |
| COc1ccc(C(=O)Nc2c(N)nc(SCC(=O)Nc3ccc(NC(C)=O)cc3)[nH]c2=O)cc1 | -11 | 15 |
| Nc1ncnc2sc3c(c12)CCNC3 | 4 | 0 |
| COc1ccc(CCNC(=O)C2CCN(S(=O)(=O)c3c(C)noc3C)CC2)cc1OC | -28 | 9 |
| CC(=O)c1cnn(-c2ccccc2)c1C | -12 | 11 |
| COc1ccc(CCn2c(N)cc(=O)[nH]c2=O)cc1OC | -14 | 10 |
| COc1ccc(CCNC(=O)CN(c2ccc(OC)c(OC)c2)S(=O)(=O)c2ccccc2)cc1OC | -35 | 26 |
| O=C(NS(=O)(=O)Oc1ccc(Cl)cc1)OC[C@@H]1CCCN2CCCC[C@H]12 | -10 | 4 |
| O=C(NNc1c(Cl)cncc1Cl)c1cccs1 | -3 | 8 |
| Cc1ccc(CNC(=O)Cn2ccc3cc(S(=O)(=O)N4CCCC4)ccc32)o1 | 2 | 10 |
| FC(F)(F)c1nc2ccccc2nc1N/N=C\c1ccccc1 | -26 | 29 |
| CCOC(=O)c1cc(N)cc([N+](=O)[O-])c1 | -8 | 25 |
| Cc1ccc(/C=C/S(=O)(=O)NCC(=O)OCC(=O)Nc2ccc(C(=O)N(C)C)cc2)cc1 | 33 | 2 |
| COCCn1c(=O)[nH]c(=O)c2c1nc(-c1cc(Br)c3c(c1)OCO3)n2Cc1ccccc1 | -20 | 34 |
| CCN=C1Sc2nc3ccc(OCC)cc3cc2CN1CCOC | -23 | 24 |
| O=C(N/N=C/c1cc([N+](=O)[O-])cc([N+](=O)[O-])c1O)C(O)(c1ccccc1)c1ccccc1 | -9 | 10 |
| CCn1cc(C(=O)Nc2cccc(C(=O)OC)c2)c(=O)c2ccc(C)nc21 | -6 | -5 |
| O=C1CC(c2ccccc2Cl)=NN(c2ncnc3ccccc23)C1=O | -29 | 17 |
| CCOc1cccc(NC(=O)/C(C#N)=C\c2cn(CC(=O)O)c3ccccc23)c1 | 0 | 55* |
| CN1CCN(CC(O)COCc2ccc3c(c2)OCO3)CC1 (centres undefined) | 7 | 12 |
| CCOC(=O)c1c(C)n(C)c2ccc(OC(=O)c3ccc(N4C(=O)CCC4=O)cc3)cc12 | -22 | 26 |
| COc1ccc(NC(=O)CSc2nccn2-c2ccccc2)c(OC)c1 | -24 | 25 |
| CC1CC(C)CN(C(=O)CCc2ccccc2)C1 (centres undefined) | -14 | 18 |
| CCCOc1ccc(C(=O)CCNc2ccc(C)c(Cl)c2)cc1 | -12 | -3 |
| NS(=O)(=O)c1ccc(NC(=O)c2cc(-c3cccs3)nc3ccccc23)cc1 | 17 | 22 |
| COc1ccc(S(=O)(=O)NCC2CCC(C(=O)NCc3cccnc3)CC2)cc1 (centres undefined) | -20 | 2 |
| CCC(C)(C)n1nnnc1C(c1ccc(C)cc1)N1CCCC1 (centres undefined) | -6 | 22 |
| COc1ccccc1NC(=O)Nc1ccccc1SC | -1 | 11 |
| CC1(OC(=O)CCc2ccccc2)C(=O)C=C2C=C3CCCN3C=C2C1=O (centres undefined) | -11 | 50 |
| CN1CCN(C(=O)CSc2nnc(COc3ccc(Cl)cc3)o2)CC1 | -4 | 17 |
| C=CCN(CC=C)CCCOc1ccccc1C(=O)OC | -19 | 10 |
| COc1ccc(CNc2nc(Cl)c(C#N)s2)cc1 | -19 | 17 |
| COc1ccc(C(=O)NC2CCc3ccccc32)cc1OC1CCN(C(C)C)CC1 (centres undefined) | -27 | 2 |

Entries shown so far that have a cyano group (2):
| Molecule | OX1R antag-1 | OX1R antag-2 |
| --- | --- | --- |
| CCOc1cccc(NC(=O)/C(C#N)=C\c2cn(CC(=O)O)c3ccccc23)c1 | 0 | 55* |
| COc1ccc(CNc2nc(Cl)c(C#N)s2)cc1 | -19 | 17 |

Carrying on.
| Molecule | OX1R antag-1 | OX1R antag-2 |
| --- | --- | --- |
| Cc1ccccc1-n1nc2c(c1NC(=O)c1ccc(Br)o1)CSC2 | -22 | 5 |
| Cc1ccc(-c2nc(N)n(S(C)(=O)=O)n2)cc1 | -11 | 15 |
| O=C(Nc1ccc(F)cc1F)c1ccc2nc(N3CCOCC3)sc2c1 | -32 | 25 |
| Cc1sc(NC(=O)CCC(=O)O)c(C(N)=O)c1-c1ccccc1 | -17 | 8 |
| O=C(NCc1ccccc1)c1ccc(CS(=O)(=O)c2ccc(Br)cc2)o1 | -8 | 2 |
| O=C(CCn1c2c(c3ccccc31)CCCC2)NNC(=O)c1ccc([N+](=O)[O-])cc1 | -20 | 15 |
| Cc1ccc(-c2cc(-c3ccccc3)nc(N)c2C#N)o1 | -38 | 14 |
| CNC[C@H]1Oc2ccc(NC(=O)Nc3ccc4c(c3)OCO4)cc2C(=O)N([C@H](C)CO)C[C@@H]1C | -11 | 12 |

7 compounds drawn at random from the list so far, as already listed:
| Molecule | OX1R antag-1 | OX1R antag-2 |
| --- | --- | --- |
| O=C1CC(c2ccccc2Cl)=NN(c2ncnc3ccccc23)C1=O | -29 | 17 |
| CCOC(=O)c1c(C)n(C)c2ccc(OC(=O)c3ccc(N4C(=O)CCC4=O)cc3)cc12 | -22 | 26 |
| CSc1ccccc1C(=O)NC1CCSc2ccccc21 (centres undefined) | -20 | 28 |
| CCOC(=O)C1CCN(S(=O)(=O)c2c(C)[nH]c(=O)[nH]c2=O)CC1 | -2 | 18 |
| CCOC(=O)c1cc(N)cc([N+](=O)[O-])c1 | -8 | 25 |
| Cc1ccccc1-c1nc(CS(=O)(=O)CC(=O)NCCN2CCCC2)c(C)o1 | -13 | 9 |
| O=C(N/N=C/c1cc([N+](=O)[O-])cc([N+](=O)[O-])c1O)C(O)(c1ccccc1)c1ccccc1 | -9 | 10 |

Further results follow.
| Molecule | OX1R antag-1 | OX1R antag-2 |
| --- | --- | --- |
| CS(=O)(=O)c1cnc(-c2ccccc2)nc1-c1ccccc1Cl | -19 | 14 |
| O=c1cc(O)nc(SCc2ccccc2)n1-c1ccc(Cl)cc1 | -13 | 14 |
| O=C(Nc1cccc(S(=O)(=O)NCc2ccco2)c1)c1cccc(Cl)c1 | -8 | 17 |
| CC(=O)c1cccc(NC(=O)C2CC(=O)N(c3ccc4c(c3)OCCO4)C2)c1 (centres undefined) | -12 | 4 |
| Cc1ccc(S(=O)(=O)CCc2ccncc2)cc1 | -11 | 8 |
| O=C(NC(=S)Nc1ccc2oc(=O)ccc2c1)c1cccc(Cl)c1 | -13 | 4 |
| CC(=O)N/C(=C/c1ccc(OS(=O)(=O)c2ccc(C)cc2)cc1)C(=O)NCCO | -11 | 13 |
| O=C(c1cc(-c2ccncc2)nc2ccccc12)N1CCN(c2ccc(N3CCOCC3)nn2)CC1 | -6 | 6 |
| COc1ccc(N2CCN(C(=O)Cc3ccc(C)cc3)CC2)cc1 | -9 | -6 |
| Cc1ccccc1-n1c(SCC(=O)c2c(N)n(C)c(=O)n(C)c2=O)nc2sc3c(c2c1=O)CCCC3 | -14 | 14 |
| S=c1[nH]ncn1/N=C/c1ccccc1 | -30 | 22 |
| COc1ccc2[nH]c(CN3CCN(CC=C(C)C)C(CCO)C3)c(C)c2c1 (centres undefined) | -11 | 11 |
| Oc1ccc(Nc2nnc(-c3ccc(O)cc3)c3ccccc23)cc1 | 20 | 22 |
| CC1CN(CC(O)COc2ccc(C(C)C)cc2)CC(C)O1 (centres undefined) | -19 | 21 |
| O=C(Nc1ccc2nc(-c3ccco3)[nH]c2c1)c1ccco1 | -25 | 21 |
| Cc1nn(Cc2cccc(C(=O)Nc3ccn(Cc4ccccc4F)n3)c2)c(C)c1[N+](=O)[O-] | -26 | 5 |

Shown as a hit in OX1R antag-2 (from the list above):
| Molecule | OX1R antag-1 | OX1R antag-2 |
| --- | --- | --- |
| COc1ccc(C(=O)c2ccccc2)c2c(O)ccc(C(=O)c3ccccc3)c12 | 18 | 104* |
| CCOc1cccc(NC(=O)/C(C#N)=C\c2cn(CC(=O)O)c3ccccc23)c1 | 0 | 55* |

New compounds follow:
| Molecule | OX1R antag-1 | OX1R antag-2 |
| --- | --- | --- |
| COc1cc(/C=N/NC(=O)CNC(=O)c2cccs2)ccc1O | -8 | 15 |
| CSC1=C(C#N)C(CC(C)C)C2=C(CCCC2=O)N1 (centres undefined) | -16 | -5 |
| CC(C)(NC(=O)NC(CO)c1ccccc1)c1cccc(C(C)(C)NC(=O)NC(CO)c2ccccc2)c1 (centres undefined) | -14 | 21 |
| CC1(C)C2CCC1(CS(=O)(=O)NC(CC(=O)O)c1cccc(Br)c1)C(=O)C2 (centres undefined) | 10 | 7 |
| COC(=O)C(Cc1ccccc1)NC(=O)CCc1c[nH]c2ccccc12 (centres undefined) | 39 | 10 |
| CCN(CC)C(=O)Cn1cc(S(=O)(=O)CC(=O)Nc2ccc(C(N)=O)cc2)c2ccccc21 | -10 | 26 |
| O=C(NCc1ccc(F)cc1)c1cnc(-c2ccccn2)nc1C(F)(F)F | -21 | 14 |
| OCCN(Cc1nc(-c2ccc3c(c2)OCO3)no1)Cc1cccs1 | -10 | 32 |
| O=Cc1ccc(OCC(=O)NC(=O)NC2CCCCC2)cc1 | -14 | 38 |
| COc1ccc(/C=N/NC(=O)c2ccccc2OC)cc1COc1ccc(C)cc1 | -21 | 29 |
| CN(C)C(=O)c1cn(N(C)c2ncc(C(F)(F)F)cc2Cl)c(=O)c2ccccc12 | -18 | 7 |
| CC(=O)Nc1ccc(S(=O)(=O)N2CCC(=O)Nc3ccccc32)cc1 | 9 | 10 |
| COc1cc(-c2nc(C(F)(F)F)c(OC)o2)cc(OC)c1OC | -18 | 5 |
| Cc1[nH]c2ccccc2c1C(=O)C(=O)N1CCN(C(=O)c2ccco2)CC1 | -11 | 5 |
| CSc1ccc(CN(C)C(=O)COc2ccc(C(=O)c3ccccc3)cc2)cc1 | -16 | -4 |
| COC(=O)C[C@H](NC(=O)Cn1cnc2c(OCc3ccccc3)ncnc21)C(=O)OC | 3 | -1 |
| Nc1nc(CSc2nnnn2-c2ccc(F)c(Cl)c2)nc(N2CCOCC2)n1 | -21 | 11 |
| Cc1ccccc1C(O)c1cccnc1 (centres undefined) | -8 | -6 |
| COc1cc2c(cc1N/C=C(\C#N)c1nc(-c3ccccc3)cs1)oc1ccccc12 | -9 | 7 |
| O=C(Nc1cccc(F)c1)c1ccc(S(=O)(=O)N2CCCC2)cc1 | -26 | 6 |
| COc1ccc(CN(C)C(=O)Cn2cnc(C(=O)Nc3ccc(C)c(C)c3)n2)cc1OC | -17 | 16 |
| CC(C)N(Cc1ccccc1)C(=O)c1ccc2c(c1)OCO2 | -13 | 14 |
| O=C(O)CC(Cn1[nH]nnc1=S)c1ccccc1 (centres undefined) | -3 | 1 |
| O=C(NCc1ccco1)c1cc2ccccc2o1 | -8 | 11 |
